M. tuberculosis HTS: M. tuberculosis growth inhibition, HTS (AID 449762) | inhibition, % at 25 µM, or IC50 in µM where a hit was titrated | actives 0.59% (n = 330,000) | M. tuberculosis H37Rv growth inhibition, 7H9 media; higher % means a stronger effect; in the data active means a potency from the dose series; inconclusive means inhibition above about 70% without an active follow-up result;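 further: bacterial growth assessed after seven days of incubation; strong numbers were not always called active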
M. tuberculosis: growth inhibition of non-replicating M. tuberculosis (AID 488890). actives 0.39% (n = 320,000). inhibition, % at 25 µM; hits with a dose series show IC50 in µM. Mycobacterium tuberculosis non-replicating, growth inhibition; higher % means a stronger effect; in the data active means a potency from the dose series; inconclusive means inhibition mostly from about 82% at the one dose, without a potency; inactive means the rest, 99 in 100 with inhibition below about 76%;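 further: plate controls were DMSO cells for no effect and high antibiotic wells for full effect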
VEEV TC-83 Vero: inhibitors of VEEV TC-83 cytopathic effect, confirmation, Vero cells (AID 588727). Vero cells, VEEV TC-83 cytopathic effect inhibition; higher % means a stronger effect. inhibition, % at 20 µM, or IC50 in µM where a hit was titrated. actives 0.13% (n = 350,000); in the data active means a potency from the dose series; inconclusive means inhibition mostly from about 14% at the one dose, without a potency; inactive means the rest, 99 in 100 with inhibition below about 12%; further: strong numbers were not always called active
H1N1 NS1A inhibition: H1N1 influenza NS1A inhibitors, functional cell based assay (AID 504329). inhibition, % at 12.5 µM; hits with a dose series show IC50 in µM. actives 0.3% (n = 340,000). NS1A functional cell-based assay, percent inhibition; higher % means a stronger effect; in the data active means a potency from the dose series; inconclusive means inhibition above about 27% without an active follow-up result; further: strong numbers were not always called active
Salmonella PhoP GFP: Inhibition of PhoP regulon, Salmonella typhi GFP reporter cells, confirmation, 4 h (AID 1850); Salmonella Typhi PhoP-promoter GFP reporter, fluorescence, 4 h; higher % means a stronger effect; inhibition, % at 50 µM; hits with a dose series show IC50 in µM; actives 0.33% (n = 310,000); in the data active means a potency from the dose series; inconclusive means inhibition mostly from about 25% at the one dose, without a potency; inactive means the rest, 99 in 100 with inhibition below about 19%;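 further: 0% = induced wells with vehicle and 100% = uninduced wells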
VEEV TC-83 Vero 10K pilot screen: recorded beside VEEV TC-83 Vero, whose call it bears; inhibition, %; measured here: 10K pilot screen inhibition
Numbers without * were called inactive; i = inactive; u = inconclusive; x = no result given. No enrichment for hits, and some 1.5% of all compounds hit somewhere here.

The first 7 compounds, to show the layout:
SMILES	M. tuberculosis HTS	M. tuberculosis	VEEV TC-83 Vero	H1N1 NS1A inhibition	Salmonella PhoP GFP	others
O=C1CSC(=S)N1N1C(=O)c2cccc([N+](=O)[O-])c2C1=O	7.2%	25.4%	x	x	-6.5%
O=C(COc1ncnc2ccccc12)NCC1CCCO1 (stereo unspecified)	-2.6%	-2.6%	1.1%	3.2%	7.4%
CCC(C(=O)Nc1nccs1)(C(F)(F)F)C(F)(F)F	-0.2%	37.5%	2.8%	28.7%	-4.0%
Cc1nc(C)n(CC(O)COc2ccc3cc(Br)ccc3c2)n1 (stereo unspecified)	-11.8%	48.4%	i	6.2%	-9.2%
CCCN(CC(=O)Nc1ccccc1C)C(=O)c1ccc(S(=O)(=O)N2CCC(C)CC2)cc1	x	x	6.2%	-1.9%	x
COc1ccc(C(=O)OCC(=O)Nc2cc(C)on2)cc1S(=O)(=O)N1CCOCC1	-8.5%	-8.0%	0.1%	23.2%	4.1%
CC1CCC2(CC1)NC(=O)N(CC(=O)Nc1ccc3c(c1)OCO3)C2=O (stereo unspecified)	-3.2%	0.2%	0.5%	-21.4%	x

The listing (from the top)
SMILES	M. tuberculosis HTS	M. tuberculosis	VEEV TC-83 Vero	H1N1 NS1A inhibition	Salmonella PhoP GFP	others
O=C1CSC(=S)N1N1C(=O)c2cccc([N+](=O)[O-])c2C1=O	7.2%	25.4%	x	x	-6.5%
O=C(COc1ncnc2ccccc12)NCC1CCCO1 (stereo unspecified)	-2.6%	-2.6%	1.1%	3.2%	7.4%
CCC(C(=O)Nc1nccs1)(C(F)(F)F)C(F)(F)F	-0.2%	37.5%	2.8%	28.7%	-4.0%
Cc1nc(C)n(CC(O)COc2ccc3cc(Br)ccc3c2)n1 (stereo unspecified)	-11.8%	48.4%	i	6.2%	-9.2%
CCCN(CC(=O)Nc1ccccc1C)C(=O)c1ccc(S(=O)(=O)N2CCC(C)CC2)cc1	x	x	6.2%	-1.9%	x
COc1ccc(C(=O)OCC(=O)Nc2cc(C)on2)cc1S(=O)(=O)N1CCOCC1	-8.5%	-8.0%	0.1%	23.2%	4.1%
CC1CCC2(CC1)NC(=O)N(CC(=O)Nc1ccc3c(c1)OCO3)C2=O (stereo unspecified)	-3.2%	0.2%	0.5%	-21.4%	x
Cc1nc(SCc2ccc(C#N)cc2)n[nH]1	-0.5%	5.8%	1.1%	-0.2%	-2.3%
COc1ccc(C(C(=O)NCC2CCCO2)N(Cc2ccccc2)C(=O)c2snc(C(N)=O)c2N)cc1OC (stereo unspecified)	2.5%	4.4%	i	-3.0%	-1.6%
O=C(CS(=O)(=O)c1cn(Cc2ccc(Cl)cc2)c2ccccc12)N1CCOCC1	3.1%	-0.6%	2.7%	27.2%	3.2%
Cn1nccc1C(=O)NC1CC(C)(C)Cc2c1cnn2-c1ccc(F)cc1 (stereo unspecified)	3.4%	9.8%	0.1%	-1.5%	-13.1%
CC(=O)c1c(C)[nH]c(C(=O)COC(=O)c2ccc(Cl)nc2)c1C	-7.7%	13.2%	2.0%	-10.3%	x
O=C(c1cccs1)N1CCCC(c2ccccc2)C1 (stereo unspecified)	3.9%	17.0%	0.1%	1.2%	8.5%
C=CCSc1nnc(-c2cc3c(C(F)(F)F)nn(C)c3s2)n1C	-3.0%	64.5%	9.7%	-20.4%	-8.4%
COC(=O)C1=C(c2cccc(OCc3ccccc3)c2)C[C@@H]2CC[C@H]1N2C(=O)NCc1ccc(N(C)C)cc1	-6.4%	12.2%	3.0%	11.5%	x
CC(=O)Nc1cc(C(=O)N(C)Cc2ccco2)ccc1Sc1ccc(C)cc1	0.1%	23.1%	i	4.2%	-5.6%
CC(=O)c1cccc(NC(=S)NC(=O)c2ccccc2)c1	8.6%	38.5%	2.0%	-5.0%	1.6%
Cc1ccc(C)c(OCC(=O)NCCNC(=O)COc2cc(C)ccc2C)c1	1.5%	3.0%	2.0%	-7.2%	3.0%
NC(=O)CSc1oc(-c2ccc(F)cc2)nc1S(=O)(=O)c1ccccc1	-2.2%	-6.3%	6.0%	4.5%	1.4%
O=C1OCc2cccc([N+](=O)[O-])c21	9.2%	11.1%	0.3%	4.4%	6.9%
C[C@@H]1CN([C@H](C)CO)C(=O)c2cc(NC(=O)Cc3cn(C)c4ccccc34)ccc2O[C@H]1CN(C)C(=O)Nc1ccc2c(c1)OCO2	10.5%	-1.7%	9.2%	5.3%	x
OCCOCCNc1ncnc2sc(-c3ccccc3)cc12	-1.8%	26.6%	i	2.2%	3.3%	VEEV TC-83 Vero 10K pilot screen=7.2
COCCCN1C(=O)C(=O)/C(=C(/O)c2ccc(OC(C)C)cc2)C1c1ccncc1 (stereo unspecified)	-0.2%	-10.1%	0.3%	-9.8%	-10.8%
CC(C)C[C@H]1CN=C(Nc2ccccc2)N1CC1CCCCC1	5.0%	44.0%	i	-6.8%	5.8%
CCCc1n[nH]c(=O)c2c1nnn2Cc1ccccc1	0.2%	9.9%	1.3%	-0.5%	-1.6%
Cc1[nH]c(C)c(S(=O)(=O)N2CCN(c3ccccc3)CC2)c1C(=O)N1CCCC1	8.1%	-0.3%	0.3%	9.5%	2.0%
CCN1CCCC1CN(Cc1cc2ccc(C)cc2[nH]c1=O)C(=S)Nc1ccccc1OC (stereo unspecified)	-6.0%	-1.8%	1.7%	2.3%	-2.5%
O=C(O)c1ccc(O)cc1O	-9.3%	-1.3%	i	-7.9%	x
CC1CCCCN1C(=S)NCc1ccco1 (stereo unspecified)	-6.8%	-4.0%	1.0%	-1.6%	-0.8%
Cc1nc2ccccc2c(=O)n1NC(=O)c1ccccc1	2.6%	9.7%	0.6%	-12.6%	5.6%
CCc1cc(=O)oc2cc(C)cc(OC(C)C(=O)NC(Cc3c[nH]c4ccc(O)cc34)C(=O)O)c12 (stereo unspecified)	-10.9%	-4.7%	0.2%	-1.1%	4.3%
c1ccc2c(c1)nc1sccn12	-9.3%	-5.9%	6.6%	1.2%	18.7%
COC(=O)[C@]1(C)N[C@H](CN(C)S(=O)(=O)c2ccc(C)cc2)[C@@H]2C(=O)N(Cc3ccccc3)C(=O)[C@@H]21	5.4%	3.4%	0.9%	0.7%	x
CCCC(=O)NC(=S)Nc1cc(-c2nc3ncccc3o2)ccc1C	3.4%	2.5%	1.4%	-6.0%	7.5%
O=C(Nc1ccc2c(c1)nc1n2CCSC1)c1ccccc1	-14.6%	-4.5%	1.4%	-2.6%	9.1%
CC(NC(=O)COC(=O)C1CCCCC1)c1ccccc1 (stereo unspecified)	0.3%	20.9%	6.0%	-0.9%	x
CC1CCC2(CC1)NC(=O)N(CC(=O)Nc1cccc(S(=O)(=O)N3CCOCC3)c1)C2=O (stereo unspecified)	2.9%	1.1%	0.2%	12.1%	0.6%
COc1ccc(S(=O)(=O)N2CCOCC2)cc1NC(=O)CSc1n[nH]c(=O)n1C1CC1	4.1%	6.4%	i	-0.6%	-9.2%
Cc1ccc2cc(CN(Cc3ccco3)C(=O)NC3CCCCC3)c(=O)[nH]c2c1C	10.6%	36.6%	8.5%	-4.6%	-7.6%
Cc1ccccc1OCC(=O)OCC(=O)Nc1cc(S(C)(=O)=O)ccc1Cl	1.8%	-10.8%	0.9%	1.6%	4.4%
Oc1ccc(/C=N/Nc2cccc3cccnc23)c(O)c1	5.7%	-9.7%	6.8%	1.6%	-15.6%
O=C(O)CCn1nc(-c2ccc(F)cc2)cc(Cc2ccccc2)c1=O	2.7%	-8.3%	2.6%	-14.2%	-2.4%
CCOC(=O)C1CCN(C(=O)COC(=O)COc2ccccc2OC)CC1	-8.7%	-3.0%	i	-3.5%	8.7%
O=c1cc(CSc2nnc(-c3ccccc3)o2)c2ccccc2[nH]1	-7.0%	6.8%	0.6%	5.4%	-14.8%
Cc1csc(NC(=O)C2CCN(S(=O)(=O)c3ccccc3)CC2)n1	x	x	7.3%	-4.3%	x
CCc1cccc(C)c1NS(=O)(=O)c1c(C)nc2sccn2c1=O	-7.4%	-13.8%	0.7%	7.0%	x
CCOc1cc(N2CCOCC2)c(OCC)cc1NC(=O)COC(=O)c1cc(C)cc(C)c1	54.9%	65.7%	3.7%	7.5%	-4.0%
O=C(COc1ccccc1F)Nc1ccc(S(=O)(=O)N2CCCC2)cc1	0.6%	30.8%	8.0%	-2.7%	x
N#Cc1cccc(CSc2nnc(CCCO)n2-c2ccccc2)c1	0.9%	-0.6%	4.8%	15.3%	-1.2%
c1ccc(-c2ccc3sccc3n2)cc1	2.1%	-4.2%	3.1%	-19.1%	-2.1%

(more compounds)
SMILES	M. tuberculosis HTS	M. tuberculosis	VEEV TC-83 Vero	H1N1 NS1A inhibition	Salmonella PhoP GFP	others
C/C(Cl)=C\Cn1c(O)c(N=NC(N)=S)c2ccccc21	57.3%	77.7%	4.2%	-3.4%	-14.0%
CNc1snc(C)c1C(=O)OC(C)C(=O)NCc1ccccc1 (stereo unspecified)	x	x	2.9%	-7.4%	x
Cc1ccc(C(=O)NCN2CCN(c3ccc(F)cc3)CC2)cc1	-4.2%	17.3%	0.2%	-2.4%	x
Cc1[nH]c2ccccc2c1C(C[N+](=O)[O-])c1cccs1 (stereo unspecified)	9.1%	44.2%	0.4%	9.8%	-2.8%
CCOc1ncccc1C(=O)Oc1ccc2c(c1)OCO2	u	37.4%	0.7%	-0.5%	-2.2%
Cc1ccc(-n2nnnc2SCC(=O)Nc2cc(C)on2)c(C)c1	1.0%	1.4%	1.2%	0.7%	0.0%
O=C(Nc1ccc2c(c1)OCO2)O[C@@H]1C[C@H]2CCCC(=O)N3CC[C@@H](C1)[C@@H]23	-3.1%	-5.2%	0.6%	-0.1%	16.3%
CCN1C(=O)[C@H]2[C@@H](c3ccc(C)cc3)N3C(=O)N(c4cccc(F)c4)C(=O)[C@@]3(Cc3ccc(Cl)cc3)[C@H]2C1=O	-7.8%	15.6%	0.6%	-8.9%	8.4%
COc1ccc(C)cc1S(=O)(=O)N1CCN(C(=O)c2ncoc2-c2ccc(F)cc2)CC1	-4.4%	10.5%	0.1%	1.7%	-0.4%
O=C(NCC(O)c1ccc2ccccc2c1)c1c(F)cccc1F (stereo unspecified)	10.4%	-14.4%	0.1%	-12.1%	-17.8%
CC(C)(C)N(C(=O)Cn1nnc(-c2ccc(F)cc2)n1)C(C(=O)NC1CCCC1)c1ccncc1 (stereo unspecified)	-2.4%	13.7%	3.4%	-7.3%	8.1%
Cc1cc(-c2ccccc2N)n[nH]1	-15.1%	-2.2%	1.5%	17.3%	-3.0%
Cc1cc(=O)oc2cc(OCC(=O)NCCc3nc4ccccc4[nH]3)ccc12	-8.1%	-1.2%	3.9%	-2.3%	3.4%
COC(=O)c1cn(Nc2ncc(C(F)(F)F)cc2Cl)c(=O)c2ccccc12	-1.0%	-16.0%	6.2%	-6.6%	-4.0%
O=c1cc(CSc2ccccn2)[nH]c(=O)[nH]1	2.0%	-3.7%	0.4%	1.2%	-1.3%
COC(=O)c1[nH]c2cc(OC)ccc2c1NC(=O)CCN1CCN(c2ccccc2)CC1	-2.0%	3.7%	i	-4.7%	0.1%
COc1cc(-c2n[nH]c(=S)n2-c2ccc(C)cc2)cc(OC)c1OC	2.9%	-31.4%	0.7%	-13.9%	6.4%
CC(=O)Nc1sc2c(c1C(N)=O)CCCC2	-5.1%	-5.9%	0.3%	0.8%	0.8%
O=C(NCCCN1CCCC1=O)c1c(O)nc2ccccn2c1=O	6.9%	-11.3%	1.0%	-10.0%	-3.1%
CNC(=O)COC(=O)/C=C/c1nc2ccccc2s1	58.2%	u	1.1%	-0.9%	-9.5%
Clc1ccc(C(CCN2CCCC2)Cc2ccccc2)cc1 (stereo unspecified)	3.9%	-2.1%	0.7%	-10.4%	-0.7%
CCc1nnc2n1N=C(c1cccc([N+](=O)[O-])c1)CS2	-1.7%	4.3%	i	-2.7%	-6.5%
Cc1scc(C(=O)NNC(=S)NCC2CCCO2)c1-c1ccccc1 (stereo unspecified)	-2.6%	-4.7%	1.2%	-7.0%	-3.8%
CN(C)C(=O)CNC(=O)C1CCCCC1	-2.8%	2.2%	0.5%	1.4%	1.8%
O=C(Nc1ccccc1C(=O)N1CCCC1)c1ccccc1	9.6%	0.4%	i	-4.6%	-16.0%
CNC(=S)SCCOc1ccccc1C	9.8%	u	1.2%	-7.1%	-2.4%

Source: PubChem BioAssay
